Screening results: PubChem BioAssay, National Center for Advancing Translational Sciences (NCATS)
Rab9 promoter act: activators of Rab9 promoter; actives 2.8% (n = 320,000); Potency, µM (highest dose often 9.22 µM), inactives show at the highest dose activation, negative = inhibition, hits mostly activators; Huh7 Rab9 promoter-luciferase reporter, luminescence, 24 h; AID 485297; further: potency means the concentration at half of the fitted maximal effect; % of control where 0% means no effect; nearly all actives have a fitted effect of over 60% in size
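Rab9 promoter-driven luciferase in stably transfected Huh7 cells; 1500 cells/well rested 2 h, exposed to compound in DMSO for 24 h at 37 °C, 5% CO2. Luminescence read 10 min after adding luciferase reagent at ambient temperature.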
NPC1 prom act: NPC1 promoter activation. Huh7 NPC1 promoter luciferase reporter, 24 h. Potency, µM (series often up to 9.22 µM), inactives show top-dose activation, usual class: activators. actives 2.4% (n = 320,000);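 further: potency means the concentration at half of the fitted maximal effect; % of control where 0% means no effect; nearly all actives have a fitted effect of over 60% in size; reporter is driven by a mutant NPC1 promoter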
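Huh7 reporter cells (NPC1 promoter driving luciferase) are dosed with compound for 24 h at 37 °C, 5% CO2; luciferase detection reagent is then added and luminescence measured after 10 min at ambient temperature.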
Tb PFK block: T. brucei PFK enzyme inhibition | O15648 | T. brucei PFK, ADP-Glo luminescence | Potency, µM (titrated, usually from 57.5 µM), without a hit: at the highest dose activity, negative = inhibition, usual class: inhibitors | actives 0.17% (n = 330,000) | AID 485367;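 further: potency means the concentration at half of the fitted maximal effect; 0% = uninhibited 1x PFK enzyme wells and -100% = no-enzyme wells; nearly all actives have a fitted effect of over 60% in size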
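1.25 nM PFK with 0.5 mM F6P and 0.1 mM ATP in 0.1 M TEA pH 8.0, 5 mM MgCl2, incubated 45 min at room temperature; ADP measured by ADP-Glo luminescence; compounds titrated up to 57 uM.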
BRCA1 expr act: BRCA1 expression activation. Potency, µM (titrated, usually from 46.1 µM), for the others: at the top dose activation, hits mostly activators. AID 624202. MCF7-BRCA1-FFLuc reporter, luminescence, 48 h; response scale: scaled: vehicle 0%, 10 µM genistein 100%. actives 1.1% (n = 380,000); further: potency means the concentration at half of the fitted maximal effect; nearly all actives have a fitted effect of over 80% in size; some results filed as inactive show a strong effect at the top dose
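Activators of BRCA1 expression were detected as increased firefly luciferase luminescence in engineered MCF7 cells after 48 h compound incubation. Signals were scaled to genistein 10 microM as full activation.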
ELG1 genotox: inducers of genotoxicity in HEK293T ELG1-luciferase cells | HEK293T ELG1-luciferase reporter, luminescence, 16 h | Potency, µM (titrated, usually from 46 µM), for the others: top-dose activity change, positive = activation, most hits filed as activators | actives 1.3% (n = 330,000); further: potency means the concentration at half of the fitted maximal effect; % of control where 0% means no effect; nearly all actives have a fitted effect of over 60% in size
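16 hr compound incubation (37 °C, 5% CO2) of HEK293T cells carrying luciferase-tagged ELG1; luciferase then measured by ONE-Glo luminescence after 30 min at RT.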
p53 reactivation: restores transcriptional activity of mutant p53. H1299 p53-A138V BP100-luciferase reporter, luminescence, 24 h. Potency, µM (series often up to 92.2 µM), inactives show at the highest dose activity change, positive = activation, actives largely listed as activators. actives 0.063% (n = 320,000); further: potency means the concentration at half of the fitted maximal effect; % of control where 0% means no effect; nearly all actives have a fitted effect of over 45% in size
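p53-null H1299 cells stably carrying temperature-sensitive p53-A138V and a BP100-luciferase reporter were pinned with compounds (4-point, 1:5 series) and held 24 hrs at 37 deg C. Luminescence was read 10 min after detection reagent.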
TRPV1 ag: human TRPV1 agonism | TRPV1-expressing cells, Fluo-8 calcium influx, agonist mode | actives 0.19% (n = 320,000) | AID 540275 | activation, % at 8.33 µM | Q8NER1; in the data active means activation above about 80%; inconclusive means between about 30% and that limit; further: 0% is about no effect
Target sequence (Q8NER1 whole entry, looked up): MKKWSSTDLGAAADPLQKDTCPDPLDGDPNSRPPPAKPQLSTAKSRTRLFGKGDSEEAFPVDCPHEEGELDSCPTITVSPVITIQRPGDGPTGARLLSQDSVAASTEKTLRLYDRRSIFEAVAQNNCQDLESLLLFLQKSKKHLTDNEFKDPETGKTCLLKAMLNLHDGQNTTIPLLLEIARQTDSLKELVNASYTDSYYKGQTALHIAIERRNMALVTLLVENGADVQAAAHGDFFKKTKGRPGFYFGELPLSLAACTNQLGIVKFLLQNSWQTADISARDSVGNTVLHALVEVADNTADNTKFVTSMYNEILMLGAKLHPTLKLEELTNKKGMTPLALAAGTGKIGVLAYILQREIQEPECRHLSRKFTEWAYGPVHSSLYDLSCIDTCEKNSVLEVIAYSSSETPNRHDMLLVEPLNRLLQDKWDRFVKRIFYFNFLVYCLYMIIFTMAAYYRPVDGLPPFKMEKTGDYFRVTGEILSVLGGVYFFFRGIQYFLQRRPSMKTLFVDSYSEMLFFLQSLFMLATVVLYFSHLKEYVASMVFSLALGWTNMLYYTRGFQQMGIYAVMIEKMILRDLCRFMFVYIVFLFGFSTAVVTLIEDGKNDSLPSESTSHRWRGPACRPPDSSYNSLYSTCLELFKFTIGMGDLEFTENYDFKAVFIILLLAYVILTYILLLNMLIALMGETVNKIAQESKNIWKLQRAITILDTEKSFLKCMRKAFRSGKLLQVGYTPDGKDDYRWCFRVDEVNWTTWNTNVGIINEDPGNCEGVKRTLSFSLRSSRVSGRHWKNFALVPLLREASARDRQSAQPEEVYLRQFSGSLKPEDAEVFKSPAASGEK
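TRPV1-expressing cells were cultured overnight at 35.5C and loaded with Fluo-8 calcium dye for 40 to 90 min at room temperature. After a 10 s baseline, compound was added and calcium influx was read kinetically for 3 min (ex 480/em 520 nm).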
RORg inh: blocks mouse ROR gamma transcriptional activity | AID 2551 | Potency, µM (highest dose often 53.6 µM), inactives show at the top dose activity change, negative = inhibition, actives largely listed as inhibitors | Drosophila S2 Gal4-RORgamma UAS-luciferase reporter, 20 h | P51450 | actives 5.4% (n = 310,000); further: potency means the concentration at half of the fitted maximal effect; on the % scale 0 is the no-effect control and ±100 the full control effect; nearly all actives have a fitted effect of over 60% in size
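Using a luciferase readout, inhibitors were identified by reduced reporter activity in Drosophila cells coexpressing a copper-inducible Gal4–ROR gamma fusion and UAS-driven Photinus luciferase, incubated 20 hr after 700 uM copper sulfate.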
FLuc counter: firefly luciferase modulation, counter-screen for miR-21 project | Potency, µM (series often up to 57.5 µM), inactives show top-dose activity change, negative = inhibition, hits mostly inhibitors | P08659 | actives 6.9% (n = 360,000) | purified FLuc, Km substrates, luminescence inhibition;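 further: potency means the concentration at half of the fitted maximal effect; plate controls were vehicle for no effect and reference inhibitor for full effect; nearly all actives have a fitted effect of over 55% in size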
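Biochemical qHTS of compounds, final roughly 60 µM downward over six points, against 10 nM purified firefly luciferase using Km concentrations of substrates (10 uM D-luciferin, 10 uM ATP) in Tris acetate pH 7.5 buffer; luminescence output.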
VP16 counter: counter-screen for ROR gamma inhibitors: Gal4-VP16 reporter | Potency, µM (highest dose often 53.6 µM), inactives show at the top dose activity, negative = inhibition, hits mostly inhibitors | actives 3.5% (n = 310,000) | AID 2546 | Drosophila S2 Gal4-VP16 UAS-luciferase, luminescence, 20 h;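 further: Gal4-VP16 expression switched on by copper sulfate through the metallothionein promoter; potency means the concentration at half of the fitted maximal effect; on the % scale 0 is the no-effect control and ±100 the full control effect; nearly all actives have a fitted effect of over 50% in size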
ELG1 repair inh: ELG1-dependent DNA repair inhibition; HEK293T ELG1-luciferase reporter, luminescence, 16 h; DNA damage induced by 5-fluorouridine; Potency, µM (doses to about 46.1 µM), without a hit: top-dose activity change, negative = inhibition, usual class: inhibitors; actives 2.3% (n = 330,000); further: potency means the concentration at half of the fitted maximal effect; on the % scale 0 is the no-effect control and ±100 the full control effect; nearly all actives have a fitted effect of over 55% in size
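HEK293T cells expressing luciferase-tagged ELG1 (2,000/well) received 5-Fluorouridine plus compound or DMSO for 16 hr at 37 °C. Luciferase was read by ONE-Glo luminescence after 30 min at room temperature.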
* = called active by the depositor; ? = inconclusive; . = no result given; & = joins results of further samples; [ ] = dose if it differs, or a comment. Unless noted, the call rests on the fitted dose curve; in most records, active means well fitted curve in the direction sought with a large enough effect; inconclusive means small, poorly fitted or top-dose-only effect, or another doubt; inactive means no such curve, though single readings can be large; an effect the other way counts as inactive or inconclusive.

SMILES | Rab9 promoter act | NPC1 prom act | Tb PFK block | BRCA1 expr act | ELG1 genotox | p53 reactivation | TRPV1 ag | RORg inh | FLuc counter | VP16 counter | ELG1 repair inh
CC1CCN(S(=O)(=O)c2ccc(N/N=C(/C#N)C(N)=O)cc2)CC1 | -10% | 1% | -2% | -21% | 1% | -8% | 1 | 17% | 5% | -2% | -13%
Cc1ccc(C)c(S(=O)(=O)N2CCN(CC(=O)Nc3ccc4c(c3)CCC4)CC2)c1 | -11% | -6% | 0% | -35% | -2% | -2% | -1 | 36% | 14% | 4% | ?
CC(=O)N1CCN(C(=O)COC(=O)CNC(=O)c2ccccc2C)CC1 | 0% | 2% | 0% | 1% | -2% | 5% | -1 | . | 8% | . | 10%
Cc1ccc(NC(=O)CCl)c(C)c1 | -4% | -12% | 0% | -21% | -7% | -9% | 1 | -20% | -1% | -10% | ?
CN(CC(=O)Nc1ccc(F)cc1)C(=O)COC(=O)Cc1cccs1 | 0% | 6% | 0% | 5% | -9% | 6% | 9 | . | 1% | . | 5%
CCCCS(=O)c1c(O)c2ccccc2[nH]c1=O (configuration not stated) | 4% | 4% | 5% | 7% | 0% | 16% | 2 | 15% | 3% | -1% | 26%
CCc1nc2oc3cc(OC)ccc3c(=O)c2c(=O)n1-c1ccccc1 | ? | ? | -2% | 50% | ? | 15% | 10 | ? | -10% | 8% | ?
O=[N+]([O-])c1ccccc1/C=N/n1c(C(F)(F)F)n[nH]c1=S | 0% | -1% | -9% | -30% | 0% | 8% | -1 | -21% | ? | 5% | -7%
CC(=O)N/C(=N\OCc1ccc(Br)cc1)c1nonc1NC(C)=O | -6% | -7% | -1% | 38% | 4% | -5% | 1 | 42% | -2% | 5% | ?
CCCCCn1c(N2CCN(Cc3ccccc3)CC2)nc2c1c(=O)[nH]c(=O)n2C | -10% | -1% | 1% | -35% | -4% | -22% | 22 | ? | 7% | 6% | 16µM*

Entries listed so far that have fluorine (two):
SMILES | Rab9 promoter act | NPC1 prom act | Tb PFK block | BRCA1 expr act | ELG1 genotox | p53 reactivation | TRPV1 ag | RORg inh | FLuc counter | VP16 counter | ELG1 repair inh
CN(CC(=O)Nc1ccc(F)cc1)C(=O)COC(=O)Cc1cccs1 | 0% | 6% | 0% | 5% | -9% | 6% | 9 | . | 1% | . | 5%
O=[N+]([O-])c1ccccc1/C=N/n1c(C(F)(F)F)n[nH]c1=S | 0% | -1% | -9% | -30% | 0% | 8% | -1 | -21% | ? | 5% | -7%

(further entries)
SMILES | Rab9 promoter act | NPC1 prom act | Tb PFK block | BRCA1 expr act | ELG1 genotox | p53 reactivation | TRPV1 ag | RORg inh | FLuc counter | VP16 counter | ELG1 repair inh
Cc1cc(=O)[nH]c(SCc2cccc3ccccc23)n1 | -1% | -5% | -7% | -12% | -2% | 1% | -4 | 8% | -11% | 3% | 2%
O=C(COc1ccc2c(-c3ccccc3)cc(=O)oc2c1)NCc1cccs1 | -4% | 1% | -5% | 27% | 1% | -10% | 4 | 22% | 4% | -1% | -5%
COc1ccc2[nH]c(=O)c(CN(c3ccccc3OC)S(=O)(=O)c3ccccc3)cc2c1 | -10% | 0% | 6% | -40% | -6% | . | 29 | -5% | 0% | -3% | ?
Cc1c(OCC(F)(F)F)ccnc1CSc1nc2ccccc2[nH]1 | ? | ? | 4% | 21% | 16% | 23% | 12 | 18% | 12µM* | -18% | ?
CC1(C(=O)N/N=C/c2ccccc2)CC1(Br)Br (configuration not stated) | 3% | -2% | -4% | 0% | 0% | 0% | 2 | -12% | ? | -6% | 1%
O=C(c1ccccc1)c1coc2c1C(=O)c1ccccc1C2=O | -3% | -2% | -1% | -37% | 11% | -12% | -2 | 18µM* | 27µM* | ? | ?
O=C(CC1SC(N2CCOCC2)=NC1=O)Nc1ccc(Cl)cc1 (configuration not stated) | -8% | -3% | 0% | 0% | 1% | 1% | 1 | . | 5% | . | 2%
O=C(O)c1sc2cccc(Cl)c2c1Cl | 2% | 0% | -2% | -39% | -1% | 5% | 83* | 16% | 5.4µM* | -6% | ?
CCC(NC(=O)Nc1ncccc1C)(C(F)(F)F)C(F)(F)F | -6% | 1% | 3% | -3% | 0% | -1% | 4 | 7%[10 µM] | -1% | -3% | -4%
N/C(CSc1ccccn1)=N\OCc1c(Cl)cccc1Cl | 3% | 1% | -1% | 72% | 8% | -1% | 9 | -17% | ? | -1% | 19%
N#C/C(=C/c1ccc(N2CCCCCC2)o1)c1cccc(F)c1 | 4µM* | 3.5µM* | -16% | ? | 5.8µM* | -17% | ? | 1% | 5.4µM* | ? | ?
O=C(c1nnsc1S(=O)(=O)c1ccc(Cl)cc1)N1CCOCC1 | -23% | -26% | -10% | -93% | -11% | -10% | -1 | 2.8µM* | -3% | 10µM* | -21%
CC1(C)CC(=O)C2=C(C1)NC(SCC(N)=O)=C(C#N)C21CCCCC1 | -1% | 0% | 1% | -21% | -5% | -23% | 24 | -18% | 3% | -4% | -4%
O=C(Nc1ccccc1N1CCOCC1)c1ccc(N2CCOCC2)c([N+](=O)[O-])c1 | -1% | -3% | 1% | 0% | -13% | 0% | 28 | 21% | ? | 5% | ?
COCCNC(=S)N/N=C/c1ccc(N2CCOCC2)cc1 | 5% | 11% | -3% | -36% | 0% | 18% | 5 | ? | -18% | 20µM* | -11%
COC(=O)c1cc(C(=O)NCCCN2CCOCC2)cc([N+](=O)[O-])c1 | 1% | -3% | 0% | -10% | -1% | 2% | 1 | -11% | 2% | -1% | -6%
CC(C)(C)C1CCC(=NNc2ccc(S(N)(=O)=O)cc2[N+](=O)[O-])CC1 (configuration not stated) | 4% | 0% | 1% | -34% | -2% | 7% | 0 | 0% | 0% | ? | 9%
COc1ccc(NC(=O)C2CCCN(S(=O)(=O)c3c(C)n[nH]c3C)C2)cc1 (configuration not stated) | -1% | 1% | -3% | 3% | 1% | 7% | -1 | 37% | 0% | 1% | -5%
COc1ccccc1NC(=O)CSc1nnc(CC(=O)Nc2ccccc2)n1C | 1% | -2% | 20% | 11% | 2% | 3% | 3 | 2% | ? | 5% | 13%
O=C(O)c1cccc(S(=O)(=O)Nc2ccc(OCc3ccccc3)cc2)c1 | -3% | 1% | -2% | -17% | -4% | -2% | 3 | 6% | -8% | -3% | 3%
Cc1ccc(NC(=O)CSc2nnc(CNC(=O)c3ccco3)o2)cc1Cl | 1% | -6% | -2% | 4% | 0%[9.26 µM] | 0% | 3 | 1% | -2% | -1% | 11%
CCOC(=O)Cc1csc(NC(=O)CSc2nnc3ccccn23)n1 | 0% | -2% | -4% | -7% | -1% | 2% | -2 | 1% | -2% | -17% | -5%
COCCn1nnnc1C(c1cc2c(C)cc(C)cc2[nH]c1=O)N1CCCCCC1 (configuration not stated) | 1% | 12% | 5% | -15% | -4% | -3% | 5 | 0% | -3% | -28% | 6%
CCn1c(SCC(=O)NCC2CCCO2)nnc1-c1ccccc1 (configuration not stated) | 8% | -1% | 4% | 0% | 7% | 1% | -5 | ? | -1% | 4% | 16%
COc1ccc(NC(=O)CSc2nnc(-c3cc(C)[nH]n3)n2N)cc1OC | 1% | -2% | -10% | 6% | 0% | 5% | -1 | -15% | ? | 2% | 25%
C=C(C)CNC(=S)Nc1ccc(S(=O)(=O)Nc2cnc3ccccc3n2)cc1 | -5% | -1% | 1% | 2% | -2% | -2% | -2 | 1% | -5% | 2% | -15%
Cn1c(=O)c2nc(-c3ccc(Cl)cc3Cl)oc2c2ccccc21 | 1% | 5% | -13% | 1% | 10% | -1% | 0 | 3% | ? | 0% | ?
Cc1cccc(C(=O)N2CCCC(Nc3ccc(C)c(C)c3)C2)n1 (configuration not stated) | -4% | 2% | 1% | 3% | 0% | -1% | 8 | -1% | 3% | -13% | 12%
C=CCn1c(-c2cc(-c3ccccc3)sc2N)n[nH]c1=S | -8% | 3% | -3% | 1% | 0% | 4% | 17 | 2.2µM* | -5% | 10µM* | -7%
O=S(=O)(NCCc1ccccc1)c1ccc(F)cc1Br | . | . | 4% | 10% | -1% | 6% | . | . | . | . | 24%
O=C(O)CSc1nc2c(c(C(F)(F)F)n1)CCCC2 | -4%&9% | 0%&-5% | 2%&-3% | 5%&6% | 1%&-5% | 1%&0% | 2&3 | -1%&-8% | 2%&-17% | 3%&-3% | ?
O=C(COc1ccc(S(=O)(=O)N2CCOCC2)cc1)Nc1ccccc1C(F)(F)F | 2% | -3% | -5% | 4% | 0% | -6% | 4 | 1% | -1% | 1% | -2%
CCn1c(CC(=O)Nc2ccc(C)cc2)nnc1SCC(=O)N1CCN(c2ccccc2)CC1 | -2% | -1% | 0% | -21% | 1% | -13% | -4 | ? | -15% | 18% | -9%
